# core dimer inh: HCV core protein dimerization inhibition. AID 1899. TR-FRET GST/Flag-core106 dimerization, 1536-well. inhibition, % at 5 µM. 300,000 compounds, 0.33% hits;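 active = inhibition above the mean of all tested compounds plus 3 SD, set per screening campaign, cut at about 45% in these data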
#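 Assay system: GST-tagged and Flag-tagged HCV core protein residues 1-106 / Times: compound-protein-antibody incubation 4 h at 22.5 °C / Signal: time-resolved FRET, ex 340 nm, em 617 and 671 nm / Evaluation: % inhibition based on acceptor/donor emission ratio / Benchmarks: wells lacking GST-core106 and wells with excess unlabelled core106 / Repeats: singlicate, one well per compound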
# PP5 inh: PP5 (human) phosphatase inhibition; purified PP5c, OMFP substrate fluorescence; 320,000 compounds, 0.18% hits; P53041; inhibition, % at 6.7 µM; AID 1987;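 active = inhibition above the campaign's mean inhibition across all tested compounds plus 3 SD, cut at about 9.5% in these data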;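 also: 0% = DMSO only and 100% = 100 µM cantharidin control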
# PREPL inh: inhibits the human prolyl oligopeptidase-like enzyme; Q4J6C6; recombinant PREPL, fluorescence polarization activity-based probe; inhibition, % at 5.96 µM; 320,000 compounds, 0.68% hits; AID 2751; in the data active = inhibition above about 43%;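 also: 0% = enzyme with DMSO and 100% = wells lacking enzyme; many of its hits are not listed in these tables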
# GASC-1 inh: blocks human GASC-1 demethylase activity | GST-JMJD2C(1-420) H3K9me3 demethylation, DELFIA europium | 330,000 compounds, 0.069% hits | inhibition, % at 2.35 µM | Q9H3R0 | AID 2099;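 active = more than half of a compound's replicate wells show inhibition beyond 50%, single wells judged on their own value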;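 also: signal counts dimethyl H3K9 product captured on neutravidin plate; 0% = median of DMSO wells and 100% = 0.3 times that DMSO median; strong numbers were not always called active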
# Target sequence (Q9H3R0 1-420 limits assumed): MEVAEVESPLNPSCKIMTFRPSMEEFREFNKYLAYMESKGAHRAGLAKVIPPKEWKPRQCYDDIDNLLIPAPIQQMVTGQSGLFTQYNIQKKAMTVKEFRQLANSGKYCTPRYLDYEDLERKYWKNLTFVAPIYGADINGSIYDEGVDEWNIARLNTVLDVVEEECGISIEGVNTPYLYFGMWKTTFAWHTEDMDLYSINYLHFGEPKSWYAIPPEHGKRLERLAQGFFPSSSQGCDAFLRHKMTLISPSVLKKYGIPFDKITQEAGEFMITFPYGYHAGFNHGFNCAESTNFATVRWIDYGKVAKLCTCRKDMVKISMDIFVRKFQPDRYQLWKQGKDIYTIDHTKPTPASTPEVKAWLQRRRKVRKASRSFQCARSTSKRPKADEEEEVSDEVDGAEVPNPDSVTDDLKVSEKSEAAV
# LYPLA2 inh: counter-screen for PME1 inhibitors: inhibitors of human LYPLA2. inhibition, % at 5.9 µM. O95372. recombinant LYPLA2, FP-Rh probe fluorescence polarization. 320,000 compounds, 0.38% hits;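 active = inhibition above the screen-wide mean plus 3 SD, limit set per campaign, cut at about 26% in these data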;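 also: 0% = LYPLA2 with DMSO and 100% = wells lacking LYPLA2 enzyme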
# Target sequence (O95372 whole entry, looked up): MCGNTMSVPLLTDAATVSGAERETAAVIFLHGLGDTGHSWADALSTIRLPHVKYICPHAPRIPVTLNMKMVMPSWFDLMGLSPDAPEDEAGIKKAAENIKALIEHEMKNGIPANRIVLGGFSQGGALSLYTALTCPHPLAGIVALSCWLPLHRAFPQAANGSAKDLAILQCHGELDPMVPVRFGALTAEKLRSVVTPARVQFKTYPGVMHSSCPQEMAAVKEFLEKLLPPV
# Efflux pump mplx: blocks antifungal efflux pumps in multiplex yeast assay. 330,000 compounds, 0.44% hits. inhibition, % at 10 µM. S. cerevisiae Candida pump triplex, Nile Red efflux. AID 485275;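 active = plate passing quality check with inhibition over a set limit, or well fluorescence over plate mean plus 4 SD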;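 also: Nile Red retained in pooled yeast measured as flow cytometry median fluorescence; 0% = buffer negative control and 100% = Enniatin B positive control; higher means more Nile Red kept so more efflux inhibition; some compounds called inactive have numbers as strong as hits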
# TPT1 inh: inhibitors of Candida albicans tRNA 2'-phosphotransferase TPT1 | recombinant caTPT1, FP RNA substrate dephosphorylation | inhibition, % at 5 µM | 300,000 compounds, 0.81% hits | AID 1962;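 active = inhibition above the mean of all tested compounds plus 3 SD, set per screening campaign, cut at about 24% in these data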;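 also: plate controls were DMSO alone for no effect and ferristatin control at 100 nM for full effect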
# PP1 inh: counter-screen for PP5 inhibitors: inhibitors of human PP1-alpha; P62136; purified PP1alpha, OMFP fluorescence; inhibition, % at 6.7 µM; 320,000 compounds, 0.9% hits;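 active = inhibition above the mean inhibition of all tested compounds plus 3 SD, computed separately for each screening campaign, cut at about 15% in these data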
# Target sequence (P62136 whole entry, looked up): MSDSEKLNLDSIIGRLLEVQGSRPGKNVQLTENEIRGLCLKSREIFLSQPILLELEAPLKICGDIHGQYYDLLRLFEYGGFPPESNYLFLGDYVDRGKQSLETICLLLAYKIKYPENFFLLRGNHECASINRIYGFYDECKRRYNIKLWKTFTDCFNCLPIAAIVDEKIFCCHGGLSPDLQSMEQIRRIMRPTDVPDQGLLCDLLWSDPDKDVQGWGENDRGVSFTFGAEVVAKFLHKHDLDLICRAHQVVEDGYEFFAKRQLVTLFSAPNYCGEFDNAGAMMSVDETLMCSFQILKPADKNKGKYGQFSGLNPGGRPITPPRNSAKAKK
# CTSL1 counter: blocks F. hepatica cathepsin L1 in PFM18AAP counter-screen; recombinant F. hepatica cathepsin L1, Z-Leu-Arg-MCA fluorescence; inhibition, % at 5.96 µM; 300,000 compounds, 0.49% hits;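 active = inhibition above the mean of all tested compounds plus 3 SD, set per screening campaign, cut at about 17% in these data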;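 also: 0% = plate median of test compound wells and 100% = 1 µM Z-Phe-Ala-diazomethylketone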
# The depositor's hits bear a star; x = no result given; & = joins results of further samples. The list is partial, so the mix of outcomes need not match the whole.
Structure	PREPL inh	PP5 inh	GASC-1 inh	Efflux pump mplx	LYPLA2 inh	PP1 inh	TPT1 inh	CTSL1 counter	core dimer inh
COCCN(C(=O)C1CC(=O)N(Cc2ccccc2)C1)c1nc(-c2ccc([N+](=O)[O-])cc2)cs1 (configuration not stated)	16	1.9	-11	0.3	-6	17*	x	x	x
CCN(CC)S(=O)(=O)c1ccc(NC(=O)c2ccc(N(C)S(C)(=O)=O)cc2)cc1	-1	2.7	1	0.0	2	0	-3	-8	1
CSc1ccc(CNCc2ccco2)cc1	-8	-0.1	0	-0.1	0	1	2	0	12
O=C(c1ccc(F)cc1)N1CCN2C(=O)c3ccccc3C12c1ccccc1 (configuration not stated)	-1	1.0	-11	-0.1	0	-3	0	-5	5
COC(=O)CS(=O)(=O)c1ccc2c(c1)CC(=O)N2	0	-1.3	-4	-0.1	-3	4	-2	-1	-6
O=C(c1ccc(NS(=O)(=O)c2ccc(F)cc2)cc1)N1CCCCC1	-3	-1.0	-14	0.1	3	-2	1	-4	2
O=C(c1ccc(N2CCOCC2)cc1[N+](=O)[O-])N1CCOCC1	-7	1.3	2	0.0	-2	-6	0	1	3
COc1ccc(Cl)cc1NC(=O)C(=O)NCc1ccncc1	6	0.9	-15	0.0	3	-1	-4	0	-6
COC(=O)c1cc(S(=O)(=O)NCc2ccccc2Cl)c[nH]1	-11	2.0	0	-0.3	-2	-1	-1	-3	2
Cc1cccnc1NC(=O)C1CCCN(S(=O)(=O)c2ccc3c(c2)oc(=O)n3C)C1 (configuration not stated)	1	-1.1	-12	-0.2	-4	2	2	-1	-9

# Full records, looked up by structure. Values in the order: PREPL inh	PP5 inh	GASC-1 inh	Efflux pump mplx	LYPLA2 inh	PP1 inh	TPT1 inh	CTSL1 counter	core dimer inh
# Results for O=C(c1ccc(F)cc1)N1CCN2C(=O)c3ccccc3C12c1ccccc1 (configuration not stated) : -1	1.0	-11	-0.1	0	-3	0	-5	5
# Results for CSc1ccc(CNCc2ccco2)cc1 : -8	-0.1	0	-0.1	0	1	2	0	12

# Additional entries:
Structure	PREPL inh	PP5 inh	GASC-1 inh	Efflux pump mplx	LYPLA2 inh	PP1 inh	TPT1 inh	CTSL1 counter	core dimer inh
O=C(Nc1cccc([N+](=O)[O-])c1)c1ccc2snnc2c1	0	2.1	-7	0.3	8	3	-1	4	0
COc1ccc(F)cc1S(=O)(=O)NCC(c1ccc2c(c1)OCO2)N1CCN(C)CC1 (configuration not stated)	-4	-2.1	-41	-0.1	2	0	-3	5	-4
COc1ccc([N+](=O)[O-])cc1NC(=O)c1cncc(Br)c1	0	-0.9	-2	-0.1	1	-2	0	4	-1
Cc1cc(NC(=O)C2CCCN(S(=O)(=O)c3cnc[nH]3)C2)ccc1Br (configuration not stated)	2	3.5	-1	0.1	-2	-2	-1	-3	7
c1ccc(-n2ncc3c(NC4CCCCCC4)ncnc32)cc1	-11	2.6	1&7	0.0	-6	3	-6	0	-9
CCCC(=O)N=C1SC2CS(=O)(=O)CC2N1c1ccc(-c2nc3ccc(C)cc3s2)cc1 (configuration not stated)	4	-1.1	1	0.0	-6	1	5	0	-2
CCN(CCNC(=O)C1CCCN(S(=O)(=O)CC)C1)c1ccccc1 (configuration not stated)	4	-1.2	3	0.1	-1	-1	-3	1	-3
S=c1[nH]nc(-c2ccco2)n1-c1ccc(Cl)cc1	1	-0.4	10	0.0	2	0	-1	1	-2
CC(NC(=O)CCCC1CCCCC1)c1ccc(S(N)(=O)=O)cc1 (configuration not stated)	-1	1.9	-1	-0.1	-1	-2	-4	4	6
Cn1c(=O)n(-c2ccc(Cl)cc2)c(=O)c2c3c(sc21)COC(C)(C)C3	11	1.1	-1	-0.2	3	-1	-3	0	-1
Cc1noc(C)c1NC(=O)NC(c1ccccc1)c1ccccc1	-2	0.5	5	0.0	6	-3	-4	4	4
NS(=O)(=O)c1ccc(NC(=O)CSc2ncccn2)cc1	12	-2.3	3	0.0	2	2	-2	4	-6
CCc1ccc(NC(=S)N2CCN(c3cccc(C(F)(F)F)c3)CC2)cc1	12	-0.8	0	-0.3	16	0	1	0	3
CC(C(=O)N1CCN(C=O)CC1)N1C(=O)c2ccccc2C1=O (configuration not stated)	-2	0.9	2	-0.1	7	-2	-3	-1	-5
NC(=O)c1cc2cc(Cc3ccccc3Cl)ccc2oc1=O	11	-0.1	35	0.6	1	-3	3	1	1
O=C(NC1CC1)c1ccc(-n2cccc2)cc1	10	-0.1	2	-0.2	6	3	-1	-1	-10
C#CCOCCOCCOCCNc1nc(N2CCN(C(=O)CCCCCCCCCCNC(=O)[C@H](CCCCN)n3cc(C)nn3)CC2)nc(N2CCN(C(=O)CCCCCCCCCCNC(=O)[C@H](CCCCN)n3cc(CCCC(=O)O)nn3)CC2)n1	26	1.9	x	0.3	6	2	-5	-1	-17
Cc1ccc(Cl)cc1NC(=S)NN	-3	-0.7	-6	-0.1	-4	-1	2	0	-1
O=C(CCC(=O)NC1CCCCCC1)Nc1nnc(C(F)(F)F)s1	1	-2.0	-2	0.1	5	0	1	4	0
CN(C)c1ccc(C(CN)c2c[nH]c3ccccc23)cc1 (configuration not stated)	61*	2.1	7	0.0	2	3	1	3	-1
O=C(CSc1nc2cc(C(=O)O)ccc2c(=O)n1-c1ccc(F)cc1)Nc1ccc(F)c(F)c1F	-6	2.5	3	0.1	-3	4	0	3	11
O=C(NCc1cccc(Cl)c1)NCc1cccc(Cl)c1	-5	1.6	0	-1.0	6	0	2	2	-5
COc1ccc(OCCC(=O)NCCN2CCOCC2)cc1	12	0.6	-1	0.2	-9	-2	-3	0	0
N#Cc1c(-c2ccc(F)cc2)cc(-c2cccnc2)nc1N	2	2.7	-1	-0.1	3	0	6	1	-1
CSc1ccc(C(=S)N2CCN(CCO)CC2)cc1	3	0.1	-9	-0.1	1	-1	-3	-4	-3
Cc1cc(C)cc(NC(=O)CSc2nnnn2-c2cccnc2)c1	-6	1.7	7	-0.2	0	1	0	-4	5
O=C1S/C(=C\c2cccs2)C(=O)N1c1ccc(O)cc1	6	-0.1	-6	0.0	4	5	2	5	10
CCn1c(=O)c2c(nc(SCC(=O)Nc3ccccc3)n2C)n(C)c1=O	-3	-0.9	5	-0.1	-6	3	0	-1	4
CCCn1nnnc1NC(=O)c1cccs1	7	2.8	1	0.2	-4	-2	2	2	2
Cc1oc(-c2ccc(Cl)cc2)nc1CS(=O)CC(=O)NC(C)c1ccccc1 (configuration not stated)	-3	-3.0	1	0.2	-6	-3	-2	-4	10
Cc1oc(-c2ccc(Cl)cc2)nc1CS(=O)CC(=O)NCc1ccc2c(c1)OCO2 (configuration not stated)	-13	2.9	-16	0.0	0	1	2	-3	13
COc1cccc(N(Cc2nnc3n2CCCCC3)C(=O)Nc2ccccc2)c1	-2	0.0	1	0.1	0	-1	-4	1	-3
CCCn1c(N)c(C(=O)CN(C)CC(=O)Nc2cccc(F)c2)c(=O)[nH]c1=O	1	-0.3	2	0.0	-1	-6	x	x	x
CCc1ccc(-c2cn3c(n2)SCC3)cc1	2	2.4	5	0.4	2	-6	-5	2	2
O=[N+]([O-])c1ccc(N2CCCCC2)nc1N1CCCCC1	-3	3.0	-1	-0.3	4	2	0	-6	1
COc1ccccc1CCNC(=O)CNC(=O)c1ccc2ccccc2c1	-23	4.0	-9	0.0	-4	2	-1	-4	3
Cc1ccc(C(OC(=O)c2ccco2)C(=O)NC2CCCC2)cc1 (configuration not stated)	-2	2.9	0	-0.2	3	-3	-4	-52	2
COc1ccc(CCN2C(=O)NC(NC(=O)CC(C)C)(C(F)(F)F)C2=O)cc1OC (configuration not stated)	1	-1.0	-1	-13	1	-1	-1	4	-6
COc1cccc(CNC(=O)CN2C(=O)COc3ccc(S(=O)(=O)N4CCCCCC4)cc32)c1	-7	1.3	-1	0.1	4	1	-1	-6	2
COC(=O)c1ccc(/C=N/N2C(C)CCCC2C)cc1 (configuration not stated)	6	1.9	-3	-0.1	-5	-2	1	-1	-4
CC1CN(C(=O)CCS(=O)(=O)c2ccccc2)CC(C)O1 (configuration not stated)	-1	1.3	2	-0.1	3	3	-2	-9	-10
N#Cc1cc2c(nc1SCC(=O)O)CCCCC2	0	-0.8	3	-0.1	3	-3	2	-2	1
COc1ccccc1NC(=O)N1CCCC1C(=O)NC12CC3CC(CC(C3)C1)C2 (configuration not stated)	-2	2.0	9	-0.1	-2	-2	-1	-3	6
O=C(CCN1CCN(c2ccccc2F)CC1)Nc1ccccc1F	19	1.6	-2	0.0	7	1	-2	3	3
O=C1NCCN(Cc2ccoc2)C1CC(=O)N(Cc1ccccc1)CC1CCC1 (configuration not stated)	7	3.0	5	0.1	-5	-7	-1	-1	3
O=C(c1noc2c1CCCC2)N1CCCCC1	2	-0.5	-10	-0.7	4	0	1	0	2
Cc1noc(NS(=O)(=O)c2ccc(NC(=O)c3ccc(N(C)C)cc3)cc2)c1C	5	3.3	-2	0.0	8	0	x	x	x
CC1CCN=C(N)S1 (configuration not stated)	7	2.3	15	0.1	2	-2	0	-2	-2
CCCC(O)(c1ccc(OC)cc1)C(CN1CCOCC1)c1ccccc1 (configuration not stated)	16	2.9	-5	0.0	-3	-4	1	0	-4
O=C(C1CCCO1)N1CCN(C(=S)Nc2ccc(Cl)cc2)CC1 (configuration not stated)	2	-1.9	-11	0.1	1	-2	1	1	3

# (more compounds)
Structure	PREPL inh	PP5 inh	GASC-1 inh	Efflux pump mplx	LYPLA2 inh	PP1 inh	TPT1 inh	CTSL1 counter	core dimer inh
O=C(O)[C@H](Cc1ccccc1)N1Cc2ccccc2C1=O	-2	-0.7	3	-0.1	1	2	0	-1	4
CCCCOc1cccc(-c2nnc(N)s2)c1	1	0.6	4	-0.3	15	4	-3	1	-12
CCCNC(=O)c1onc(CSc2ccc(F)cc2)c1C(=O)NCCC	0	2.1	2	-0.1	4	1	1	3	1
CCC(=O)Nc1cccc(NC(=O)c2cc3ccccc3o2)c1	-8	-2.2	2	-0.2	0	-1	1	2	-7
CCCCNC(=O)c1c(C)cc(=O)oc1C	5	0.9	2	-0.1	4	-1	-3	2	-1
Cc1cc(N2CCCCC2)nc2ccc(NC(=O)c3ccc(Br)o3)cc12	34	1.0	1	0.4	-1	4	3	5	12
COc1ccc(NC(=O)Nc2cccc(Cl)c2Cl)c(OC)n1	5	1.6	1	0.0	-3	1	3	0	-1
CCCCNC(=O)c1c(O)c2cccc3c2n(c1=O)CCC3	-3	1.6	-5	-0.1	-3	-1	-2	0	0
CCOC(=O)c1c(N)sc2c(OCC)c(Br)ccc12	0	5.7	-3	-0.1	-2	2	0	1	7
C/C(=N\NC(=S)NCCc1ccccc1)c1ccc(O)cc1O	37	2.4	0	-0.1	-3	2	-6	5	-17
Cc1cccc(S(=O)(=O)N2CCCc3ccccc32)c1	8	3.0	-4	0.0	5	4	0	-1	-8
Cc1ccc(C(=O)c2c(NC(=O)c3ccncc3)sc3c2CCCC3)cc1	-13	3.8	21	0.1	-2	-1	3	2	-3
COc1cccc(/C=C2/SC(=O)N(CC(=O)N3CCc4ccccc4C3)C2=O)c1OCC(=O)O	8	3.1	-1	-0.1	22	7	0	3	5
CCOC(=O)C(CC(C)C)CP(=O)(O)CNC(=O)OCc1ccccc1 (configuration not stated)	3	2.8	-9	-0.1	4	1	-3	1	1
